Bioassay records: PubChem BioAssay, The Scripps Research Institute Molecular Screening Center
hgDAF12 agonist = H. glycines DAF-12 receptor agonists, primary screen, cell-based, luminescence, HEK293, GAL4 fusion, UAS-luciferase. activation, % at 6.8 µM. HEK293 GAL4-hgDAF12 UAS-luciferase reporter, agonist luminescence; normalized to butyrate control. actives 1.8% (n = 370,000). Nuclear hormone receptor DAF-12 (Heterodera glycines), GAL4 fusion. AID 687014, 2013;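 active means activation above a cutoff set at the mean of all screened compounds plus 3 SD, cut at about 10% in these data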;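 further: 0% = DMSO wells and 100% = sodium butyrate wells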
DAX1 inh-1 = DAX1 (NR0B1) inhibitors, primary screen, cell-based, HEK293, Gal4-DAX1, luciferase luminescence; HEK293 Gal4-DAX1 luciferase reporter; actives 0.99% (n = 340,000); AID 504766, 2011; Nuclear receptor subfamily 0 group B member 1 (Homo sapiens), P51843; inhibition, % at 6.75 µM;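 active means inhibition above the mean over all tested compounds plus 3 SD, cut at about 4.2% in these data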;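 further: 0% = DAX1-transfected cells with DMSO and 100% = empty-vector control cells with DMSO; inhibition shows as a rise in luminescence from relieved DAX1 repression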
ADAM10 inh = human ADAM10 inhibitors, primary screen, biochemical, QFRET, HTS. Disintegrin and metalloproteinase domain-containing protein 10 (Homo sapiens), O14672. recombinant ADAM10, EDANS/DABCYL FRET peptide cleavage, 3 h. inhibition, % at 7 µM. actives 0.62% (n = 370,000);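 active means inhibition above a per-campaign cutoff equal to the mean of compounds falling between control-based bounds plus 3 SD, cut at about 20% in these data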;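 further: 0% = DMSO wells while the 100% control is not disclosed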
Target sequence (O14672 214-748 limits assumed): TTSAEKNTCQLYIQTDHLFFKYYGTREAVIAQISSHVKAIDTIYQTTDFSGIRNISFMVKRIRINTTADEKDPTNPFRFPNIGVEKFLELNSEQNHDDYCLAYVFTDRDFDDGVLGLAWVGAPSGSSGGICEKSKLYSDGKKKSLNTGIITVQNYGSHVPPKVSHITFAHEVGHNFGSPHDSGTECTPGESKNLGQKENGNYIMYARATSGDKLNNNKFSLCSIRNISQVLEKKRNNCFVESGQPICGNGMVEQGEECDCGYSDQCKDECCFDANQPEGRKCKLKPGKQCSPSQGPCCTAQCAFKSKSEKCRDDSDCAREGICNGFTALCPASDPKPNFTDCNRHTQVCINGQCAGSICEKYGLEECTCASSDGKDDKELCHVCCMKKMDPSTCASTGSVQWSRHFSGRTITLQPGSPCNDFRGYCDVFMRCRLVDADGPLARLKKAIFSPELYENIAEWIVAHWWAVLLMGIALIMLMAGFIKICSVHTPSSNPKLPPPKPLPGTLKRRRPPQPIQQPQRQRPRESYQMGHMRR
HGIII-sPLA2 inh = human group III sPLA2 inhibitors, primary screen, biochemical, QFRET, BODIPY PC-A2 liposome substrate. QFRET BODIPY PC-A2 liposome hydrolysis, fluorescence. inhibition, % at 12.2 µM. actives 0.56% (n = 370,000). AID 743126, 2013;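 active means inhibition above mean plus 3 SD of compounds lying within the high and low control bounds, cut at about 19% in these data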;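 further: 0% = median of test compound wells and 100% = no enzyme DMSO wells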
Target sequence (Q9NZ20 whole entry, looked up): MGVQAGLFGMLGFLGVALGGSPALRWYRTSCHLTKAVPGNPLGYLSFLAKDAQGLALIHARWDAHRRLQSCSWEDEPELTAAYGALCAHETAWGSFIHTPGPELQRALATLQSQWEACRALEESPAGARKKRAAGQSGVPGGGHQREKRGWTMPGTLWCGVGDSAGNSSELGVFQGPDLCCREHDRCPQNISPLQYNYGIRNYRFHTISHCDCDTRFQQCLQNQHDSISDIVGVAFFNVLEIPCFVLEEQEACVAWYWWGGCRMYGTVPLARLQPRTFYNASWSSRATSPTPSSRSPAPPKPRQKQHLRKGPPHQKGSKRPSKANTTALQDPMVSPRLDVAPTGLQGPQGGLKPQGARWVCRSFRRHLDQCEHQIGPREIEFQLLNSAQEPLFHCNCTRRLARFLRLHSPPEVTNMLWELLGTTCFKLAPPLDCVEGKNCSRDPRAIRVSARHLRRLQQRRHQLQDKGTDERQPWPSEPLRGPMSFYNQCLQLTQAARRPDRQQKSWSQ
ssDAF-12 act = S. stercoralis DAF-12 nuclear receptor activators, primary screen, cell-based, luminescence, HEK293, GRIP1 co-expression, lit1-tk-luc. HEK293 ssDAF-12/GRIP1 lit1-tk-luc reporter; % of 3 µM dafachronic acid response. actives 1% (n = 370,000). activation, % at 6.8 µM. Nuclear hormone receptor DAF-12 (Strongyloides stercoralis);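 active means activation above the mean over all tested compounds plus 3 SD, cut at about 0.9% in these data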;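 further: 0% = DMSO-only wells and 100% = 3 µM delta7-dafachronic acid wells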
FXN GAA850 act = FXN promoter activators, primary screen, cell-based, luciferase luminescence, HEK293 lucGAA850; HEK293 lucGAA850 FXN promoter luciferase reporter, 24 h; percent of 10 µM SAHA response; activation, % at 6 µM; actives 0.56% (n = 360,000); AID 540364, 2011;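 active means activation above the average of all compounds screened plus 3 SD, cutoff fixed separately per campaign, cut at about 7.5% in these data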;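 further: 0% = DMSO wells and 100% = 10 µM SAHA wells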
PLCg1 inh = PLC-gamma1 enzyme inhibitors, primary screen, biochemical, fluorescence, purified enzyme. 1-phosphatidylinositol 4,5-bisphosphate phosphodiesterase gamma-1 (Homo sapiens), P19174. fluorogenic substrate. inhibition, % at 12.2 µM. actives 0.84% (n = 370,000); in the data active means inhibition above about 9.5%
ADAM17 inh = ADAM17 inhibitors, primary screen, biochemical, QFRET | Disintegrin and metalloproteinase domain-containing protein 17 (Homo sapiens), P78536 | recombinant ADAM17, EDANS/DABCYL FRET peptide cleavage | inhibition, % at 6.95 µM | actives 0.83% (n = 370,000) | AID 720648, 2013;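 active means inhibition above the mean of compounds lying between control limits plus 3 SD, set per campaign, cut at about 8.5% in these data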;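 further: 0% = DMSO-only wells as the low control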
PLCb3 inh = human PLC-beta3 inhibitors, primary screen, biochemical, fluorescence. AID 720704, 2013. actives 0.18% (n = 370,000). Purified PLC-beta3, fluorogenic substrate. inhibition, % at 12.2 µM. 1-phosphatidylinositol 4,5-bisphosphate phosphodiesterase beta-3 (Homo sapiens), Q01970; in the data active means inhibition above about 11%;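 further: 0% = median of compound wells on plate and 100% = full blocker control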
DAX1 inh-2 = DAX1 (NR0B1) inhibitors on StAR promoter, primary screen, cell-based, luminescence, SF-1 (NR5A1), full-length DAX-1; actives 1.1% (n = 370,000); inhibition, % at 6.8 µM; AID 652010, 2013; HEK293T StAR-luciferase reporter, SF-1/DAX-1 repression relief;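 active means inhibition above the mean over all tested compounds plus 3 SD, cut at about 3.6% in these data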;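 further: 0% = DAX-1 cells with DMSO and 100% = cells lacking DAX-1 with DMSO; higher inhibition means more luminescence from relief of DAX-1 repression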
hcDAF-12 act = H. contortus DAF-12 nuclear receptor activators, primary screen, cell-based, luminescence, HEK293, lit1-tk-luc reporter; HEK293 hcDAF-12 lit1-tk-luc reporter; 0% DMSO, 100% Δ7-dafachronic acid; activation, % at 6.8 µM; AID 652067, 2013; actives 1.4% (n = 370,000);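 active means activation above the mean of all tested compounds plus 3 SD, cut at about 5.5% in these data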;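 further: 100% = response to 3 µM Δ7-dafachronic acid high control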
* = called active by the depositor; · = no result given.

SMILES	hgDAF12 agonist	DAX1 inh-1	ADAM10 inh	HGIII-sPLA2 inh	ssDAF-12 act	FXN GAA850 act	PLCg1 inh	ADAM17 inh	PLCb3 inh	DAX1 inh-2	hcDAF-12 act
O=c1c2ccccc2n(Cc2ccccc2)n1[C@@H](Cc1ccccc1)Cn1cc(-c2ccc(-c3ccccc3)cc2)nn1	-3.1	·	-11.6	3.8	-1.8	·	-1.0	-1.6	-0.1	-0.4	-1.4
O=c1c2ccc([N+](=O)[O-])cc2ncn1Cc1ccccc1C(F)(F)F	-1.5	-0.1	-3.9	-2.7	-1.9	-0.1	-9.0	-2.6	-16.1	-1.1	-0.6
O=C(CSC(=S)N1CCSCC1)c1ccccc1	18.2*	0.6	-7.8	-13.6	0.6	5.3	1.1	-1.9	1.5	5.0*	3.5
COc1cc(/C=C/C2=NNC(=O)CC2)cc(OC)c1OC	-4.8	0.9	-210.7	11.3	-0.6	3.0	-342.1	-104.2	-298.6	-0.1	-1.4
COC(=O)[C@]12C[C@H](CC(=O)N3CCN(C(=O)c4ccco4)CC3)C(=O)N(Cc3ccco3)C1=C[C@H](C(C)(C)C)O[C@@H]2C	-0.8	·	-1.2	-8.4	-1.9	·	-0.2	-1.9	-0.8	0.1	0.2
CCN(CC)CCCn1c(C)cc2c(c1=O)C(c1cc(OC)c(OC)cc1OC)C(C#N)=C(N)O2 (centres undefined)	1.8	0.6	-13.1	2.7	-1.3	-1.6	-4.9	-4.3	-1.9	0.3	-0.1
C#CNC(=O)C1(CC=C)CCNCC1	2.3	1.2	-2.1	7.9	-0.1	0.6	4.2	5.2	12.5*	-0.1	-0.9
NC(=O)N/N=C/c1cn(-c2ccccc2)nc1-c1ccccc1	5.7	1.9	4.7	-8.8	-1.4	7.5	0.8	0.0	-5.5	0.8	0.9
CCc1nc2sc3c(c2c(=O)n1N)CCC3	-1.9	-0.9	6.1	7.6	-1.4	0.1	11.2*	4.3	1.3	-0.7	2.3
O=C(NCCc1cnc[nH]1)c1ccc(-c2ccccc2)cc1	0.5	1.7	3.8	-10.3	-0.6	0.5	0.1	0.6	-7.0	0.4	-1.0
CCOC(=O)COn1c(=O)c(-c2cccs2)[n+]([O-])c2ccccc21	2.2	0.3	-89.6	-3.6	-0.8	0.9	-70.2	-31.7	-85.6	0.4	-0.4
COc1cc(NC(=S)N2CCN(C(=O)c3ccco3)CC2)c(OC)cc1Cl	-2.7	-0.7	3.7	4.1	-1.1	2.0	1.4	7.9	5.8	0.3	-1.4
COCCCn1c(C(=O)Nc2ccc3c(c2)OCO3)cc2c(=O)n3ccccc3nc21	-0.5	-0.4	-10.9	-1.6	-0.8	2.2	-5.6	-2.8	-16.3	0.6	-1.0
Cc1ccccc1C(=O)Nc1ccccc1NC(=O)c1ccccc1Br	-1.9	1.9	2.1	-0.4	-0.9	-1.1	-1.1	-2.9	-1.7	-0.5	-3.0
CC(C)(C)N(NC(=O)OCc1ccccc1)C(=O)c1ccccc1	-3.2	-0.1	-5.1	6.2	-1.0	0.0	1.6	-4.3	1.6	0.7	-1.1
O=C(CN1CCN(Cc2ccccc2F)C1=O)NCC1CCCO1 (centres undefined)	2.8	3.0	1.6	7.8	-1.2	0.6	3.3	-5.3	-3.9	-0.4	0.2
O=C(Nc1ccc2c(c1)OCCO2)C1CCN(S(=O)(=O)c2cccc3nsnc23)CC1	-1.7	-0.9	2.2	-2.3	-0.8	1.1	7.9	-0.9	5.4	-0.9	-0.6
Cc1[nH]c2ccc(CNS(=O)(=O)c3ccc(S(=O)(=O)N4CCOCC4)cc3)cc2c1C	-2.9	0.2	11.9	-32.6	0.7	1.8	-11.5	1.8	-27.0	-0.1	0.7
CCOc1ccc(/C(CCC(=O)O)=N/NC(=S)NCCc2ccccc2)cc1	-0.5	0.4	-0.6	0.1	-1.6	0.4	-4.3	-4.4	-9.4	0.1	-0.5
COC(=O)c1cc2oc(C)cc2n1CC(=O)Nc1ccc(C)c(C)c1	3.2	0.1	5.3	-8.0	-0.7	1.6	-17.4	-3.2	-17.5	0.7	1.5
O=C(Cc1csc(-c2ccccc2)n1)NCc1ccco1	0.9	1.9	6.5	-3.9	-0.4	0.4	1.2	4.6	-4.4	0.5	3.1
c1ccc2nc3c(cc2c1)CCCCCC3	-0.7	-0.6	0.2	6.6	-1.2	0.1	1.2	-5.5	1.0	-0.9	-0.8
O=C(/C=C/c1ccc([N+](=O)[O-])cc1)N1CCN(S(=O)(=O)c2ccccc2)CC1	1.8	-1.0	-4.8	1.1	-1.3	0.1	1.5	0.4	-5.4	-1.5	-0.4
CC1Cc2ccccc2N1C(=O)C(C)n1cc(C(F)(F)F)cc(Cl)c1=O (centres undefined)	0.0	-0.8	-5.9	3.6	-0.7	1.0	1.4	-4.4	-5.8	-0.6	-0.1
CC(C)NC(=O)C(=O)NCCc1ccc(Cl)cc1	-1.4	-0.3	-0.6	0.0	-1.4	0.5	0.7	-5.2	-0.6	0.7	0.2
Cc1ccc(S(=O)(=O)N2CCN(C(=O)CSc3nnc(C)s3)C2)cc1	-2.6	0.1	-8.4	2.3	-1.2	-1.7	0.4	0.4	4.0	0.4	-2.0
CCCCC(CC)CNCc1cccn1CCN1CCOCC1 (centres undefined)	-0.8	0.0	-2.5	-3.9	-1.4	-2.3	5.4	2.2	6.0	0.2	-1.4
COC(=O)c1c(-c2ccc(OC)cc2)sc2ccc(N3CCOCC3)cc12	0.1	-3.2	7.8	-2.9	-1.6	-1.5	-112.5	0.4	-163.5	-0.6	-3.0
Clc1ccc(OCc2nnc(SCc3nnc(-c4ccccc4)o3)o2)c(Cl)c1	2.0	1.1	13.8	-45.4	-0.6	-0.8	-1.1	1.8	-1.6	0.3	-1.6
Cc1ccc(CNC(=O)C23CN(Cc4ccccc4)CC2C(c2ccc([N+](=O)[O-])cc2)=NO3)cc1 (centres undefined)	0.1	-0.1	14.9	2.8	-1.2	0.8	1.4	1.1	2.3	-0.7	-1.2
CCOC(=O)c1cccc(OS(=O)(=O)Cc2ccccc2)c1	5.2	·	0.9	-6.9	-1.0	1.9	-0.3	-1.0	-4.8	-0.1	1.3
COC(=O)c1ccccc1NC(=O)C1CCN(C(=O)c2cc(OC)c(OC)c(OC)c2)CC1	-0.7	-1.0	-3.7	-4.8	-1.6	-0.7	1.7	-6.9	4.3	-0.4	-2.5
Cn1c(=O)n(C)c2cc([N+](=O)[O-])c(N3CCN(C(=O)c4ccccc4)CC3)cc21	-0.9	-0.2	-7.6	5.0	-1.0	0.4	-0.7	0.1	-0.7	-0.9	-1.6
O=C(Nc1cccnc1)C1Cc2c(-c3ccccc3Oc3ccccc3)ccnc2O1 (centres undefined)	-5.5	·	0.7	-1.7	-1.8	-2.6	3.0	-1.9	-2.9	-2.6	-3.0
CCOC(=O)c1c(NC(=O)CSc2nccn2C)sc(C(=O)NC)c1C	1.3	0.1	-6.8	-7.0	-0.4	4.3	-4.3	-0.3	-5.9	0.2	2.8
CC(=O)O[C@@H]1C=C[C@@H](C#Cc2ccc(C(C)(C)C)cc2)O[C@@H]1COC(=O)NCc1ccccc1	-1.6	·	-8.9	11.5	-0.8	·	-2.2	1.5	-6.2	-1.2	-1.7
Cc1ccccc1NC(=O)Nc1c(C)n(C)n(-c2ccccc2)c1=O	-0.5	1.3	-10.6	-1.2	-0.5	-1.2	8.3	4.5	-8.3	-0.5	0.5
COc1ccc(CCN(Cc2cccs2)S(=O)(=O)c2ccccc2)cc1OC	-2.2	·	10.4	-9.2	-1.4	·	1.2	7.3	-1.2	-2.4	-4.0
O=C(c1cccc(F)c1)N1CCN(CC2CC3C=CC2C3)CC1 (centres undefined)	-1.3	-0.7	-6.2	7.1	-0.7	1.3	0.8	-0.5	3.6	-0.1	-1.0
CN(CC(=O)Nc1ccccc1C(F)(F)F)C(=O)c1ccc2c(=O)n3c(nc2c1)CCC3	0.6	-0.3	-40.2	0.9	-0.6	0.9	-8.7	-10.0	-10.2	2.7	0.2

Record cards, as listed above. Values in the order: hgDAF12 agonist	DAX1 inh-1	ADAM10 inh	HGIII-sPLA2 inh	ssDAF-12 act	FXN GAA850 act	PLCg1 inh	ADAM17 inh	PLCb3 inh	DAX1 inh-2	hcDAF-12 act
Profile of CC1Cc2ccccc2N1C(=O)C(C)n1cc(C(F)(F)F)cc(Cl)c1=O (centres undefined) → 0.0	-0.8	-5.9	3.6	-0.7	1.0	1.4	-4.4	-5.8	-0.6	-0.1
Profile of Clc1ccc(OCc2nnc(SCc3nnc(-c4ccccc4)o3)o2)c(Cl)c1 → 2.0	1.1	13.8	-45.4	-0.6	-0.8	-1.1	1.8	-1.6	0.3	-1.6
Profile of Cn1c(=O)n(C)c2cc([N+](=O)[O-])c(N3CCN(C(=O)c4ccccc4)CC3)cc21 → -0.9	-0.2	-7.6	5.0	-1.0	0.4	-0.7	0.1	-0.7	-0.9	-1.6
Profile of CC(=O)O[C@@H]1C=C[C@@H](C#Cc2ccc(C(C)(C)C)cc2)O[C@@H]1COC(=O)NCc1ccccc1 → -1.6	·	-8.9	11.5	-0.8	·	-2.2	1.5	-6.2	-1.2	-1.7
Profile of Cc1ccccc1NC(=O)Nc1c(C)n(C)n(-c2ccccc2)c1=O → -0.5	1.3	-10.6	-1.2	-0.5	-1.2	8.3	4.5	-8.3	-0.5	0.5
